Assay outcomes: PubChem, several laboratories
FXIa inh = blocks human coagulation factor XIa protease activity | P03951 | purified FXIa, Boc-Glu-Ala-Arg-AMC fluorogenic substrate | inhibition, % at 5 µM | 220,000 tested, 0.14% active;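 active = inhibition of at least 40%; inactive = inhibition below 40%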;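 note: fluorescence of freed AMC excited at 355 nm; 0% = enzyme without compound and 100% = no enzyme blank; many of its hits are not listed in these tables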
FXIIa inh = inhibitors of human coagulation factor XIIa; P00748; purified FXIIa, Boc-QGR-AMC fluorogenic substrate, 2 h; inhibition, % at 5 µM; 220,000 tested, 0.3% active; AID 800; in the data active = inhibition above about 40%;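 note: 0% = enzyme with no compound and 100% = blank without enzyme; many of its hits are not listed in these tables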
Target sequence (P00748 20-372 limits assumed): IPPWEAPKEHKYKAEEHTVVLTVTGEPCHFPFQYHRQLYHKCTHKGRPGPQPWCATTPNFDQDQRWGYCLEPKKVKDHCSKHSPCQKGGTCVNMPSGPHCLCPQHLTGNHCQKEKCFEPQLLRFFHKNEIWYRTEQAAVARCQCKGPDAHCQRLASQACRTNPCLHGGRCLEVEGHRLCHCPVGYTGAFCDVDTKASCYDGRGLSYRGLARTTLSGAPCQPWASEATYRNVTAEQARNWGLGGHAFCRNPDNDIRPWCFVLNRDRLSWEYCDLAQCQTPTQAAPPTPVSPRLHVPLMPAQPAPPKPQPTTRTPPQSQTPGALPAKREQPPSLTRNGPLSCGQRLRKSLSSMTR
Target sequence (P00748 373-615 limits assumed): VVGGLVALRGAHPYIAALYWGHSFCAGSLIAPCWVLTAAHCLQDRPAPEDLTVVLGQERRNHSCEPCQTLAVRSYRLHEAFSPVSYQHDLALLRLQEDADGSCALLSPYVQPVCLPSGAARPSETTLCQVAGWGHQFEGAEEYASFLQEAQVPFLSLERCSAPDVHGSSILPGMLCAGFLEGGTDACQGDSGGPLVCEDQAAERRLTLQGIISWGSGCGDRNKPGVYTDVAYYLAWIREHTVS
zVAD death inh = L929 zVAD cell death inhibition. L929 zVAD necroptosis rescue, ATP luminescence, 24 h; with zVAD 60 µM. viability rescue, % at 10 µM. 220,000 tested, 0.38% active. AID 1377;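 active = activation, scaled between plate controls, above about 75%, limit read from the data; inactive = activation under that limit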;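 note: 0% = zVAD with DMSO and 100% = DMSO alone without zVAD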
TNF death inh = inhibitors of TNF-alpha induced necroptosis in Jurkat FADD-/- cells; Jurkat FADD-/- TNF necroptosis rescue, ATP luminescence, 24 h; 0 = TNF only, 100 = no-TNF cells; activation (protection from cell death), % at 10 µM; 220,000 tested, 0.068% active; AID 463075;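 active = activation, meaning protection from cell death, of at least 50% relative to plate controls; inactive = activation below 50%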;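 note: necroptosis triggered by 40 ng/mL TNF-alpha added together with compound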
Thrombin inh = thrombin (human) inhibition; alpha-thrombin, Boc-VPR-AMC fluorogenic substrate cleavage; inhibition, % at 5 µM; 220,000 tested, 0.26% active; AID 1046;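 active = inhibition at or above 40%; inactive = inhibition below 40%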;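 note: 0% = enzyme with no compound and 100% = wells without enzyme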
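Material: human alpha-thrombin enzyme / Medium: pH 7.5 Tris (50 mM) with NaCl 150 mM, Tween 20 0.05% / Compound: single-point dosing at 5 µM, 0.2% DMSO / Incubation: enzyme reaction carried out at room temperature / Detection: AMC fluorescence, 355/460 nm / Read-out basis: percent inhibition scaled between no-compound controls and no-enzyme blanks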
Rad51 HR inh = blocks human Rad51 in homologous recombination. Q06609. hRad51 DNA strand exchange, fluorescence dequenching. inhibition, % at 10 µM. 200,000 tested, 0.085% active. AID 1385;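 active = inhibition above 40% at the single screening dose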;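 note: 0% = DMSO control wells and 100% = blanks with heterologous ssDNA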
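Read-out basis: percent inhibition relative to plate controls and blanks / Assay system: human Rad51 nucleoprotein filaments preassembled on unlabelled ssDNA / Timing: filaments 15 min 37 °C, then compound 30 min / Control set: per-plate controls and blanks / Technique: fluorescence dequenching at 485/520 nm / Compound: 10 µM final, single point / Also added: Fluorescein- and BHQ1-tagged 47-mer duplex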
Cl transport mod = KCC2 (human) Cl- transport modulation | Q9H2X9 | KCC2 cells, thallium flux FluoZin-2 fluorescence | B-score of Tl+ flux slope (higher = more flux/activation; lower = inhibition) at 10 µM | 190,000 tested, 2.2% active;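 active = thallium flux slope and its plate-corrected score both differing from the plate sample mean at a set confidence after two filtering rounds, in either direction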;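 note: slope of fluorescence scaled to starting intensity during 10 to 20 s after thallium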
hK5 inh = kallikrein 5 (human) inhibition. recombinant hK5, fluorogenic AMC substrate cleavage. inhibition, % at 5 µM. 210,000 tested, 0.59% active. AID 873;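 active = inhibition of 40% or more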;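 note: 0% = enzyme controls without compound and 100% = no-enzyme blanks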
Target sequence (Q9Y337 67-293 limits assumed): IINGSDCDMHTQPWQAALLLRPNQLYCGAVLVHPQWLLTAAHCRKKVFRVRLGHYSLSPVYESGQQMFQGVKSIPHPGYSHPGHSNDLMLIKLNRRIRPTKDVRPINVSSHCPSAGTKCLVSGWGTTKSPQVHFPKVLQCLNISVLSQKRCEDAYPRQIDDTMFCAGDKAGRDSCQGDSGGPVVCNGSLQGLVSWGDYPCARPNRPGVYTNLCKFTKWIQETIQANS
Hck-Nef inh = human Hck-Nef kinase inhibition; P08631; Recombinant Hck-YEEI plus Nef, Z-Lyte FRET kinase assay; inhibition, % at 20 µM; 220,000 tested, 0.68% active; AID 463187;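 active = Hck-Nef kinase inhibition above about 50%, limit read from the data; inactive = inhibition below that limit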;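 note: 0% = DMSO with Hck plus Nef and 100% = Hck alone without Nef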
* hit, by the source's call; i = inactive; . = not tested or not shown. These rows are one share of the data; the hit share may differ from the screen's.

SMILES	FXIa inh	FXIIa inh	zVAD death inh	TNF death inh	Thrombin inh	Rad51 HR inh	Cl transport mod	hK5 inh	Hck-Nef inh
C=CCc1c(C)nc(N)[nH]c1=O	3	4	-0.6	0.0	-2	-1	-1.1	-11	-9
CCCCCCCCOC(=O)c1c(CSC(=N)N)n(C)c2cc(Br)c(OC(C)=O)cc12	2	3	5.7	-28	1	22	1.7	2	-37
O=S(=O)(NCc1ccc(Cl)cc1)c1ccc(Cl)nc1	1	0	0.2	-2.6	3	-5	.	2	0
COCCNc1nc2nonc2nc1N1CCCC1c1nccs1 (stereo not drawn)	-3	7	11	0.1	-10	-12	0.87	-2	35
CCOC(=O)c1ccc2c(c1)nc(SCC(=O)c1ccco1)n2CC	-19	0	0.1	-5.4	-4	-4	-1.2	2	-2
O=c1c(O)c(-c2ccc3c(c2)OCO3)oc2ccccc12	7	18	77*	-1.4	4	-3	.	-2	-4
CCC(C)(C)n1nnnc1C(c1ccc2ncccc2c1)N1CCN2CCCC2C1 (stereo not drawn)	6	14	-0.1	-1.5	-2	2	0.036	1	-1
COc1ccc2ccccc2c1/C=N/O	7	11	0.2	-4.1	5	0	-0.022	1	4
Cc1sc(N/N=C/c2cccs2)nc1-c1ccccc1	7	12	2.6	4.4	0	2	0.89	-5	4
Cc1onc(-c2ccccc2)c1C(=O)OCC(=O)Nc1ccc2c(c1)OCO2	0	9	-0.1	-4.3	1	-5	-0.93	-19	0
O=[N+]([O-])c1cc(-c2nc3nc4ccccc4nc3n2CCc2ccccc2)cc([N+](=O)[O-])c1	5	6	0.6	1.2	-9	11	0.12	-14	7
CC(C)C(NS(=O)(=O)c1cccc2nsnc12)C(=O)NCCC1=CCCCC1 (stereo not drawn)	5	8	-0.2	-0.3	-4	-1	0.54	-17	5
Fc1ccc2c(c1)C(c1ccncc1)=NNC(c1ccc(Cl)cc1)=N2	-2	9	0.3	-2.5	-1	5	.	14	0
CC(Sc1nc(N)cc(=O)[nH]1)C(=O)NC1CCCCC1 (stereo not drawn)	2	11	3.5	1.6	-4	-2	0.88	-8	-10
CCOC(=O)c1cc(-c2ccccc2)n(CC(=O)Nc2ccc(OC)cc2)c1C	6	3	0.6	2.3	-14	9	1.4	-19	6
O=C1CC(N2CCN(c3ccc(S(=O)(=O)N4CCCC4)cc3)CC2)C(=O)N1c1ccc(F)cc1 (stereo not drawn)	9	19	-0.6	1.2	4	-2	-0.19	-2	18
CC(C)CC1=C/C(=C/c2ccc(-c3ccccc3)o2)C(=O)O1	11	15	.	-0.9	-1	.	-0.73	-8	33
CN1CCN(C(=O)C2CCC(CNS(=O)(=O)c3cccc4cccnc34)CC2)CC1 (stereo not drawn)	7	16	1.0	0.6	1	-1	.	-14	1
Clc1ccc(SCCCCN2CCOCC2)cc1	2	4	-0.7	1.2	-2	.	0.54	-10	3
O=C(CN1CCN(C(=S)NC2CCCC2)CC1)Nc1ccc(Oc2ccccc2)cc1	24	20	2.5	0.1	1	-11	-0.19	-11	0
CCOc1ccc(N(CC(=O)Nc2ccc(C)c(C)c2)S(=O)(=O)c2c(C)[nH]c(=O)[nH]c2=O)cc1	0	10	-0.5	-0.9	-4	.	0.27	-3	5
COc1ccccc1CC(=O)NCc1nn(-c2ccccc2)nc1C	-1	7	-0.2	-0.4	2	13	1	-4	6
COc1ccc(/C=N\N=C2/SC(CC(=O)O)C(=O)N2c2ccc(O)cc2)cc1 (stereo not drawn)	4	16	0.6	-2.0	-3	1	.	6	-1
CC(C)C(=O)Nc1nnc(SCc2cccc(F)c2)s1	-1	6	4.2	2.4	-2	9	-1.2	1	26
CC1CC(C)CN(CC(C)(C)NS(=O)(=O)c2ccc(Cl)cc2)C1 (stereo not drawn)	-9	-18	0.1	1.3	-6	-1	0.18	-16	0
COc1ccc(-n2nc([N+](=O)[O-])c(=NCCc3ccc(OC)c(OC)c3)n2O)cc1	10	16	0.5	0.3	0	5	-0.22	-7	8
FC(F)(F)c1cccc(NC(=S)Nc2ccc(Cl)cc2Cl)c1	-6	-6	1.3	-18	-4	-11	4.5*	2	0
COC(=O)CNC(c1ccccc1Cl)c1cc(Br)ccc1NS(=O)(=O)c1ccc(C)cc1 (stereo not drawn)	1	8	-0.3	0.1	-11	.	0.14	-20	2
CCOC(=O)C1=C(C)Nc2nc3ccccc3n2C1c1ccccc1 (stereo not drawn)	3	6	-0.6	-1.4	2	6	0.38	-6	-15
CCC(C(=O)OCCN(CC)CC)c1ccccc1 (stereo not drawn)	11	11	2.1	-0.2	2	-3	1.2	-20	2
CCN1CCN(C(=O)CCNC(=O)Cn2ccc3ccccc3c2=O)CC1	-1	11	0.0	-1.4	3	-2	-0.45	0	2
O=C(CSc1nc2ccccc2n1CC(=O)N1CCCC1)Nc1ccc2c(c1)OCO2	4	11	-1.1	0.4	2	i	0.55	-12	2
COc1ccccc1NC(=O)CC1S/C(=N/N=C2\CCCc3ccccc32)NC1=O (stereo not drawn)	5	6	1.7	1.7	1	.	.	5	-3
CN(C)CCNC(=O)C1CC(=O)N(c2ccc(F)c(Cl)c2)C1 (stereo not drawn)	4	9	-0.3	1.4	-4	1	.	-5	-2
O=C(Oc1c(CN2CCOCC2)cc(Cl)c2cccnc12)c1ccccc1Br	-3	0	2.0	-25	-4	16	-1.7	-2	5
O=C(NCc1ccc(F)cc1)C(Cc1ccccc1)NS(=O)(=O)c1cccs1 (stereo not drawn)	19	26	-0.6	0.3	9	-1	.	-10	2
O=C(/C=C/NCc1ccc(F)cc1)c1ccccc1	4	13	0.1	4.5	-8	4	-0.69	-11	5
CCOC(=O)CC(=O)CSc1nc2ccccc2c(=O)n1-c1ccc(C(=O)N2CCOCC2)cc1	-10	16	0.3	-0.6	2	5	.	8	-1
Cc1cc(C(=O)CSc2nnc3c(Cl)cc(Cl)cn23)c(C)n1C	4	10	0.1	-2.1	-7	-3	.	-19	1
CC(=O)Nc1c(O)nc(SCc2ccc(Cl)cc2)[nH]c1=O	6	11	0.4	2.2	2	-4	0.16	-15	4
Cn1c(=O)c2c(nc(OC/C=C/c3ccccc3)n2C)n(C)c1=O	.	.	0.0	0.3	.	2	.	.	-1
CC(C)C1OC2c3cccc4cccc(c34)C2N1c1ccccc1 (stereo not drawn)	4	1	1.1	-3.1	-2	-3	0.024	-6	13
CCCNC(=O)c1noc2c1CCc1cc(OC)ccc1-2	4	15	0.6	0.4	1	-3	-0.66	-16	-3
O=[N+]([O-])c1ccccc1SNc1ccccn1	4	11	.	16	3	8	0.36	-8	5
CCOC(=O)c1cccc(NC(=O)CSc2nc3ccccc3c(=O)n2CCOC)c1	10	20	2.2	4.0	26	-3	-1.4	27	-1
COc1ccc(OC)c(NC(=O)Cn2cc(C(=O)c3ccco3)c3ccccc32)c1	-53	16	0.2	0.7	5	-7	-0.87	7	-1
O=C(NC1CCN(Cc2ccccc2)CC1)C1CCN(S(=O)(=O)c2cccc3nsnc23)CC1	-11	7	0.0	-3.9	-1	7	0.3	-20	1
COc1cc2c(cc1OC)C(C)N(S(=O)(=O)c1cn(C)c(C)n1)CC2 (stereo not drawn)	-5	3	0.0	0.7	-4	-2	0.38	-10	-8
CCCc1cc(=O)[nH]c(SCC(=O)c2cc(C)n(-c3cc(C)on3)c2C)n1	0	7	-0.6	-0.6	3	-3	-0.4	0	29
CCOC(=O)N1CCC(NC(=O)CCc2nc(-c3ccc(C)cc3)no2)CC1	-9	-5	-0.8	-2.2	-7	-4	1.9	6	2
CN(C)/C=C(\C=O)c1ncc(C(F)(F)F)cc1Cl	-5	0	3.2	1.4	-15	10	0.67	-8	19
COC(=O)c1ccc(C)c(NC(=O)CCc2cc(OC)c(OC)c(OC)c2)c1	3	10	1.5	1.1	1	2	1.1	-4	0
CC(C)(C)NC(=O)CSc1nc(-c2ccccc2)cc(=O)[nH]1	-4	9	4.9	-0.1	-3	1	-1.8	-2	-1
Cn1c2ccccc2c(=O)c2c(=O)n(Cc3ccco3)c(COc3ccccc3)nc21	5	8	1.1	-2.8	-1	-7	-1.2	3	3
Clc1ccc(CN2C3=NCCN3c3ccccc32)cc1Cl	11	16	-0.5	3.7	3	-3	-0.16	-8	-1
Cc1ccc(S(=O)(=O)N2CCOCC2)cc1NC(=O)COC(=O)CSc1ccc(Br)cc1C	11	39	-0.5	-1.3	4	0	0.25	-16	-26
COc1ccc(CCCc2nnc(SCC(=O)Nc3ccc(C)c(C)c3)o2)cc1	-1	6	1.4	0.4	-10	2	-1.1	-24	8
CCN(CC)CCNC(=O)c1ccc(Cl)c(S(=O)(=O)N2CCCCCC2)c1	4	-6	-0.8	-3.5	1	-6	-0.11	-7	3
CCC(=O)N(Cc1cc2cccc(C)c2[nH]c1=O)c1ccccc1OC	-5	-7	0.2	-3.6	-2	-4	.	3	2
COCCCNCCCOc1ccc(C(C)(C)c2ccccc2)cc1	6	6	1.3	1.9	-3	1	1.4	-16	3

Complete entries as entered above.
CCN(CC)CCNC(=O)c1ccc(Cl)c(S(=O)(=O)N2CCCCCC2)c1 as listed: FXIa inh = 4; FXIIa inh = -6; zVAD death inh = -0.8; TNF death inh = -3.5; Thrombin inh = 1; Rad51 HR inh = -6; Cl transport mod = -0.11; hK5 inh = -7; Hck-Nef inh = 3
CCC(=O)N(Cc1cc2cccc(C)c2[nH]c1=O)c1ccccc1OC as listed: FXIa inh = -5; FXIIa inh = -7; zVAD death inh = 0.2; TNF death inh = -3.6; Thrombin inh = -2; Rad51 HR inh = -4; Cl transport mod = .; hK5 inh = 3; Hck-Nef inh = 2

(list continues)
SMILES	FXIa inh	FXIIa inh	zVAD death inh	TNF death inh	Thrombin inh	Rad51 HR inh	Cl transport mod	hK5 inh	Hck-Nef inh
COc1ccc(NC(=O)CCN2C(=O)c3ccncc3C2=O)cc1OC	0	12	-0.1	1.4	2	8	.	1	25
CCc1nnc(NC(=O)CCC(=O)NCCc2ccc(OC)c(OC)c2)s1	-7	5	0.6	0.4	-10	9	0.44	-17	6
CN(C)Cc1ccc(F)cc1Sc1ccc(Cl)cc1Cl	2	-3	0.6	-1.5	-5	.	-0.66	-6	-32
CN(/N=C/c1cccnc1)C1=NS(=O)(=O)c2ccccc21	8	2	0.3	0.8	-2	-5	-0.1	-9	2
CCCc1ccc(-c2cc(C(=O)Nc3ccc([N+](=O)[O-])cn3)c3ccccc3n2)cc1	4	13	9.8	0.0	-15	6	-0.047	-1	2
COC(=O)c1c(C)oc(C)c1S(=O)(=O)N1CCCC1	1	7	-0.3	-1.2	-5	15	-1	-2	9
C=CCn1c(SC(C)C(=O)NCCC2=CCCCC2)nc2ccccc2c1=O (stereo not drawn)	-2	16	-0.2	1.4	-7	7	-0.75	-3	2
CC(C)(C)n1nnc(CCc2nnn(C(C)(C)C)n2)n1	-7	-12	-0.1	-1.1	-7	.	-0.71	11	1
